High-throughput results: PubChem BioAssay, several laboratories
CaV13 FRET inh: Primary screen for inhibitors of IQ motif and Ca2+-dependent inactivation inhibitor domain binding in CACNA1D, Förster resonance energy transfer in living cells, …. hit rate 0.098% among 340,000. AID 743397. inhibition, % at 12.3 µM. HEK cells, CFP/YFP FRET ICDI-IQ, plate reader, 10 min; percent FRET-ratio fall versus neutral wells;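 active = mean replicate inhibition of at least 30% and at least 1% of replicates passing that level; inconclusive = only one of the two criteria is met; inactive = neither criterion is met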;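 note: 0% = median of the neutral control wells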
ABCB6 inh 2: ABCB6 transporter inhibitors, primary screen, K562-ABCB6 cells, flow cytometry, MLPCN library | ATP-binding cassette sub-family B member 6 (Homo sapiens), Q9NP58 | AID 602162, 2011 | K562-ABCB6 porphyrin accumulation, 1 h; stronger effect = lower value | fluorescence ratio to DMSO, % at 10 µM | hit rate 0.19% among 360,000;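 active = fluorescence ratio to DMSO below 75%, the collection mean minus 3 SD; inconclusive = too few cells collected in the well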;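 note: signal is porphyrin accumulated inside mitochondria; 100% equals median channel fluorescence of DMSO control wells; lower ratio means ABCB6 inhibition with less porphyrin fluorescence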
ABHD5-PLIN5 inh: ABHD5-PLIN5 interaction inhibitors, primary screen, cell lysate, split luciferase complementation, luminescence; inhibition, % at 4 µM; Perilipin-5 (Homo sapiens) + 1-acylglycerol-3-phosphate O-acyltransferase ABHD5 (Homo …; hit rate 0.78% among 360,000; Split G. princeps luciferase complementation, 4 h;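 active = inhibition above the mean inhibition across every tested compound plus 3 SD, cut at about 22% in these data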;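 note: 0% = DMSO only wells and the 100% control is not disclosed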
MC4R antagonist: MC4R antagonists of cAMP signaling, primary screen, cell-based, TR-FRET, antagonist arm of biased-ligand search. AID 540295, 2011. Melanocortin receptor 4 (Homo sapiens), P32245. MC4R-expressing cells, MTII-stimulated cAMP, LANCE TR-FRET. inhibition, % at 6.5 µM. hit rate 0.48% among 360,000;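 active = inhibition above its plate's cutoff, the mean of tested wells on that plate plus 3 SD, cut at about 29% in these data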;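 note: 0% = Melanotan II alone and 100% = Melanotan II plus saturating MCL0020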
Target sequence (P32245 whole entry, looked up): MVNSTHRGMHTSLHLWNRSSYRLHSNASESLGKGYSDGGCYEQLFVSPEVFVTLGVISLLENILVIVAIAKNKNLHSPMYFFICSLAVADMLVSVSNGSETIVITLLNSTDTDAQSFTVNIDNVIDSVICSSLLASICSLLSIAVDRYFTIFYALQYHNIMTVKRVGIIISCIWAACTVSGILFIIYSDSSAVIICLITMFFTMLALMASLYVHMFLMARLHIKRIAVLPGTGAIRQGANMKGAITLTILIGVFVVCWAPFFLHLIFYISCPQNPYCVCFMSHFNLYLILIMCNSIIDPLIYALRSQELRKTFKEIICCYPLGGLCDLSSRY
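Test system: U2OS cells stably expressing human melanocortin 4 receptor (MC4R); also added: Melanotan II challenge; compound: 6.5 µM single dose; timing: 30-min compound preincubation, 1-h Melanotan II challenge, 1-h detection, room temperature; signal: Eu-cAMP/anti-cAMP TR-FRET, emission 671 nm; repeats: one well per compound, no replicates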
PDI inh: inhibitors of human PDI, primary screen, biochemical, turbidity, single point, plate reader. PDI insulin aggregation turbidity, A650, 90 min. inhibition, % at 10 µM. hit rate 0.052% among 350,000;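 active = mean inhibition across replicates of 30% or more, whatever share of single replicates reach that level; inconclusive = mean inhibition below 30% while every single replicate reaches 30%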;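 note: absorbance from insulin aggregation driven by PDI reduction with DTT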
N-glyco inh: increase of ERlucT glycosylation luciferase signal, primary screen, N-linked glycosylation inhibitor project, D54 ERlucT cells, luminescence, set 2; D54 ERlucT glycosylation luciferase reporter, 24 h; percent of 100 nM tunicamycin response; reporter increase, % at 12.5 µM; hit rate 0.23% among 360,000;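 active = mean luciferase reporter signal, scaled so untreated is 0 and the glycosylation-blocking control 100, at or above a set limit in every replicate; inconclusive = mean reaches the limit but not every replicate does; inactive = mean below the limit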;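 note: luciferase carries N-glycosylation sites so blocking glycosylation raises the light; 0% = median of neutral control wells and 100% = median of 100 nM tunicamycin wells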
Exocytosis inh: LAMP-1 surface exposure blockers, TALL-104 cells – cell-based, flow cytometry, MLPCN library, primary screen; hit rate 0.66% among 360,000; AID 651702, 2012; inhibition, % at 10 µM; TALL-104 LAMP-1 surface exposure; cells stimulated with thapsigargin and PMA;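 active = inhibition above about 55%, limit read from the data; inconclusive = no clear call, values can overlap the other calls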
MC4R barr agon: MC4R agonists recruiting beta-arrestin, primary screen, cell-based, luminescence, agonist arm of biased-ligand search | hit rate 0.98% among 360,000 | AID 540308, 2011 | activation, % at 8.9 µM | Melanocortin receptor 4 (Homo sapiens), P32245 | U2OS MC4R beta-arrestin complementation; percent of melanotan II response, DMSO zero;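 active = activation above a per-plate cutoff, the mean activation of sample wells on that plate plus 3 SD, cut at about 8% in these data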
H9c2 protect: cardioprotection against H2O2-induced cell death, primary screen, uHTS, H9c2 cells, ATPLite luminescence | H9c2 cardiomyocytes, H2O2 injury protection, 2 h | protection from H2O2 cell death, % at 20 µM | hit rate 0.63% among 360,000;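 active = compounds giving at least 50% protection of heart cells from peroxide-induced death in the single-dose screen, raw or plate-pattern-corrected value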;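 note: 0% = DMSO wells with peroxide and 100% = DMSO wells without peroxide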
HTR2A ag: mouse Htr2a agonists via beta-arrestin recruitment, primary screen, cell-based, luminescence; CHO-K1 mHTR2A beta-arrestin complementation; percent of 30 µM serotonin response; hit rate 0.66% among 360,000; activation, % at 7.6 µM; 5-hydroxytryptamine receptor 2A (Mus musculus), P35363;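 active = activation above a run cutoff, the mean activation of all tested compounds plus 3 SD, cut at about 14% in these data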;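 note: 0% = plate median of compound wells and 100% = 30 µM serotonin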
Target sequence (P35363 whole entry, looked up): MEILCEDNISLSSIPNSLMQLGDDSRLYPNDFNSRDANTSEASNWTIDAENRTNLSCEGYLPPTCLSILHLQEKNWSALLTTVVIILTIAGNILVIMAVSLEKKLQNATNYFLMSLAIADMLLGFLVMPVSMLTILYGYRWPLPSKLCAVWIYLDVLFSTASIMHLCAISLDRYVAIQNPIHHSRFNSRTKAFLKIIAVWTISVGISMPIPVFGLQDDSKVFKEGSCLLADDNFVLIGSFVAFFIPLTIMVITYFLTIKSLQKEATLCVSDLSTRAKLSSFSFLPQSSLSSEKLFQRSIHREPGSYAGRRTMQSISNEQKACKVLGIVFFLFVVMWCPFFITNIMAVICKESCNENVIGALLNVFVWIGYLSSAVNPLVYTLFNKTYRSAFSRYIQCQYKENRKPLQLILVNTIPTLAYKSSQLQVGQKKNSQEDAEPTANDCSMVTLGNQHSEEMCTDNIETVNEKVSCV
The depositor's hits bear a star; ? = inconclusive; . = no result given.

molecule	CaV13 FRET inh	ABCB6 inh 2	ABHD5-PLIN5 inh	MC4R antagonist	PDI inh	N-glyco inh	Exocytosis inh	MC4R barr agon	H9c2 protect	HTR2A ag
COc1cc(-c2c(C#N)c(N)nc3c2c(C)nn3-c2ccc(C)c(C)c2)cc(OC)c1OC	-4	99	-3	8	-6	4	-2	2.0	14	0
O=C(NCCc1ccccn1)c1cccnc1Oc1ccc(Cl)cc1	-14	99	-3	7	1	0	-15	2.6	7	0
Cc1nc2ccccc2c(=O)n1N	.	97	2	-4	15	1	3	-1.9	1	4
CC[n+]1c(/C=C/Nc2ccccc2)sc2ccccc21	-3	278	3	-6	-15	-4	-3	-1.6	-31	1
NS(=O)(=O)c1cccc(NC(=O)COC(=O)c2cc([N+](=O)[O-])ccc2N2CCCC2)c1	-6	102	4	5	-3	1	1	-1.6	14	-3
CCCNC(=O)C1CC(c2ccc(C(F)(F)F)cc2)=NO1 (centres undefined)	-12	102	-2	8	-2	0	0	-2.2	-1	-3
CC1CCN(c2nc(-c3ccccc3)c(C#N)c(=O)[nH]2)CC1	-5	97	4	10	-10	0	-2	-0.5	-4	-2
COc1cccc(N2CCN(C(=O)c3cccnc3)CC2)c1	-9	101	2	6	2	1	1	-0.2	12	-1
CC(NC(=O)COC(=O)c1ccc(N2CCCC2=O)cc1)c1ccc(F)cc1 (centres undefined)	-2	95	7	0	-6	1	-2	-0.6	8	3
O=C(CCN1CCCCC1=O)NC1CCCN(Cc2ccc(Cl)cc2)C1 (centres undefined)	-4	99	0	9	-4	-1	-4	-4.0	1	4
COc1ccc(CNC(=O)c2cccc(N(C)C)c2)cc1	-4	110	2	11	1	2	4	0.8	1	0
COCCCN1C(=O)C(CC(=O)NCC2CCCCC2)CC(C(=O)N(C(C)C)C(C)C)=C1C (centres undefined)	-6	100	-10	.	.	0	3	.	-2	1
O=C(CCn1c(=S)[nH]c2ccccc2c1=O)NCCc1ccccc1	3	100	4	1	-7	2	-1	-0.6	-1	7
O=C(O)c1ccc2c(c1)C(=O)N(c1cccc(C(=O)/C=C/c3ccccc3)c1)C2=O	-1	99	46*	13	-1	1	3	-3.7	-12	1
C=CCOc1ccc(CN(C)c2ccc(S(=O)(=O)N3CCN(C)CC3)cc2[N+](=O)[O-])cc1	-6	95	5	3	5	-6	6	-1.2	-15	4
COc1ccccc1NC(=S)N1CCNC(=O)C1CC(=O)Nc1cccc(C)c1 (centres undefined)	-3	96	2	7	-6	1	0	0.5	-2	1
CC(CNc1ccc(Cl)cc1)(CNc1ccc(Cl)cc1)[N+](=O)[O-]	-5	99	-2	13	5	-1	3	2.0	-13	-2
COc1ccc(C(CNC(=O)c2ccc(OC)c(S(=O)(=O)N3CCCC3)c2)N2CCCC2)cc1 (centres undefined)	-3	99	3	-5	-3	-6	6	1.5	4	-6
Nc1n[nH]c(-c2cccc([N+](=O)[O-])c2)n1	-5	101	-3	-2	6	-1	5	0.1	0	1
COc1ccc(N2CCN(C(c3cccs3)C(C)NC(=O)C(=O)N3CCCCC3)CC2)cc1 (centres undefined)	-6	93	-6	10	3	-1	-2	-1.6	2	-3
CCOc1ccc(S(=O)(=O)N2CCCC(C(=O)N3CCOCC3)C2)cc1 (centres undefined)	-10	99	4	19	-4	2	9	1.6	-3	9
CCCNC(=O)N1CCC(c2ccc3c(c2)OCO3)CC1	-6	93	-4	-1	3	1	-4	-2.1	0	-1
Cc1ccc(Cn2ncc3c(N4CCN(C)CC4)ncnc32)cc1	3	94	4	16	-2	1	-3	-2.4	26	-8
COc1ccc(C(=O)NCCCN2CCN(CCCNC(=O)c3ccc(OC)c(OC)c3)CC2)cc1OC	-6	95	0	-4	-3	1	13	0.2	-7	10
CC1(C)Cc2c(sc(NC(=O)c3ccc(C(=O)c4ccccc4)cc3)c2C#N)C(C)(C)N1	.	100	2	5	-7	-3	2	-4.7	11	-5
COc1ccccc1CC(=O)Nc1ccc2[nH]ncc2c1	7	109	-3	7	1	0	-9	1.7	6	-2
O=C(CCNS(=O)(=O)c1ccccc1C(F)(F)F)NCCCN1CCOCC1	-17	101	10	0	0	2	0	-1.2	3	-3
COc1ccc2oc(C(=O)N3CCN(C(c4ccccc4)c4ccccc4)CC3)c(C)c2c1	-1	99	-3	-1	-1	-6	6	-2.1	-8	-1
C=CCOc1cccn2c(N(C=O)Cc3ccc(OC)cc3)c(CC)nc12	-5	93	7	-3	3	-1	0	0.7	-7	3
COc1ccc2[nH]c3c(c2c1)CCN1C(=O)C(CC(=O)NCCc2ccccn2)C[C@H](C(=O)N2CCCCC2)[C@@]31CCc1ccccc1 (some centres undefined)	-9	105	9	3	-1	1	-2	-2.2	6	-3
Cc1cc(C)n2nc(Cc3ccccc3)nc2n1	.	88	3	0	0	-2	-1	-0.7	5	-5
COC(=O)c1ccccc1NC(=O)C1CC(=O)N(c2ccc(F)cc2)C1 (centres undefined)	-4	100	-1	2	11	0	-4	0.0	3	-4
O=C(c1ccco1)N1CCN(C(=O)c2cc(-c3ccccc3F)no2)CC1	-3	95	5	9	1	1	1	-2.3	-3	-7
COc1ccc(Nc2ncnc3ccc(Br)cc23)c(OC)c1	-4	99	8	4	1	-20	-3	0.1	0	-3
COc1cc2c(cc1OC)C(c1cc3cc4c(cc3[nH]c1=O)OCO4)N(C(=O)C(C)C)CC2 (centres undefined)	-7	87	-3	14	-9	3	-2	0.5	3	6
CC1Cc2ccccc2N1C1=CC(=O)CC(C)(C)C1 (centres undefined)	3	101	-2	-1	-12	-1	2	-3.5	2	0
Cc1cc(C)c(C(=O)CSc2nnc(-c3cccnc3)n2C)c(C)c1	-7	100	-3	-1	8	2	0	-1.9	-1	-1
COCCCn1cc(CN2CC(N3CCCCC3)CS2(=O)=O)nn1 (centres undefined)	-10	99	-7	.	.	.	-7	.	.	-4
Cc1ccc(S(=O)(=O)n2[nH]c(=O)c(CCO)c2C)cc1	-4	91	0	-3	-1	0	-2	0.1	3	-1
Cc1onc(-c2ccccc2)c1CNS(=O)(=O)c1ccccc1	-21	100	-3	18	0	-3	0	1.3	2	-4
COCCCN=C1NN=C(c2cc(C)n(-c3ccccc3)c2C)CS1	-4	100	-19	5	1	-5	-1	-3.6	-4	-2
Nc1cc2[nH]c(=O)c3ccccc3c2cc1[N+](=O)[O-]	-13	100	-5	-5	-7	22	-6	1.1	81*	4
CC(=O)NCCOc1cccc(OCCNC(C)=O)c1	-5	102	-3	2	-2	.	0	1.9	4	-4
COc1ccc(N2CCN(C(=O)c3ccc(N(C)S(=O)(=O)c4ccc(OC)cc4)cc3)CC2)cc1	-5	99	4	4	5	-4	-3	-1.4	-20	0
C/C(=N/OC(=O)CC(C)C)c1cc(-c2ccc(Cl)cc2)no1	-10	96	-5	0	5	2	-12	-1.7	-3	9
Nc1nc(SCC(=O)NCc2ccc3c(c2)OCO3)n[nH]1	6	94	-4	4	-1	1	0	0.8	1	1
CCCCN(C(=S)NC(=O)c1cc(OC)c(OC)c(OC)c1)c1c(N)n(Cc2ccccc2)c(=O)[nH]c1=O	-3	91	1	4	-6	0	-1	-0.6	1	1
COC1CCCCC1Nc1cccc(SC)c1 (centres undefined)	-11	91	-3	12	2	-1	-2	0.1	1	-4
c1ccc(Nc2ccccc2Nc2ccccn2)nc1	-7	103	-4	3	-1	2	-1	-0.9	0	-3
CC(Oc1ccccc1)C(=O)NC1CC(C)(C)NC(C)(C)C1 (centres undefined)	-6	92	9	-1	-5	2	1	-0.1	-5	0
COc1ccc(CN2C(=O)c3cccnc3C2=O)cc1S(=O)(=O)N(C)c1ccc(C)cc1	-2	97	11	5	-4	-1	1	-2.7	4	2
CCOC(=O)c1sc(NC(=O)CS(=O)(=O)c2ccc(C)cc2)nc1C	-3	91	-13	23	-8	0	-1	5.8	-1	1
O=C(OCc1c(Cl)cccc1Cl)c1ccncc1	-6	103	-12	4	1	-2	10	-1.5	-7	-2
CCCCCCN1C[C@H](n2cc(C3CC3)nn2)[C@@H](O)C[C@@H]1c1ccc(C)cc1	-4	101	-19	10	7	-7	16	1.5	-39	-2
COc1ccc(CCNCC(=O)Nc2c(C)cc(C)cc2C)cc1OC	0	99	-2	2	0	2	-3	-1.9	5	1
CCCn1c(SCC(N)=O)nc2c(c1=O)C1(CCCC1)Cc1ccccc1-2	.	113	1	6	4	3	-2	1.7	-1	2
O=C(Cc1ccc(Br)cc1)OCC(=O)N1CCc2ccccc2C1	-7	97	1	2	20	3	-1	-0.5	3	0
COc1ccc(/C=C(\NC(=O)c2cccs2)C(=O)NCc2ccco2)cc1OC	-5	103	-6	12	-2	1	-6	-1.2	3	5
COc1ccc(C2CC(=O)N3CN(c4ccc(C)c(Cl)c4)CSC3=C2C#N)cc1OC (centres undefined)	-4	94	-21	10	.	3	-7	1.5	2	1
CCOC(=O)c1c(C)c(C(=O)N2CCCCCC2)c(C)n1C	-4	96	1	-10	-6	3	1	-1.2	-2	0

(cont.)
molecule	CaV13 FRET inh	ABCB6 inh 2	ABHD5-PLIN5 inh	MC4R antagonist	PDI inh	N-glyco inh	Exocytosis inh	MC4R barr agon	H9c2 protect	HTR2A ag
CCOC(=O)C(NS(=O)(=O)c1ccccc1)(C(F)(F)F)P(=O)(OCC(C)C)OCC(C)C (centres undefined)	.	96	5	-2	20	1	-7	1.2	0	1
COc1ccc(CN(C(=O)c2cccs2)c2ccccc2)cc1	-1	100	-1	8	2	-3	?	-0.9	-4	-3
CCOc1ccc(NC(=O)Nc2cc(C)on2)cc1	-3	95	0	9	1	2	0	1.0	-7	3
CN(C)S(=O)(=O)c1ccc(Cl)c(NC(=O)COC(=O)CCC2CCCCC2)c1	-5	103	1	-2	2	2	-19	-0.6	3	0
CCSc1nnc(NC(=O)CN2C(=O)C3CC=CCC3C2=O)s1 (centres undefined)	-7	101	11	5	8	0	-6	0.8	6	-2
